Screening data deposited in PubChem by several laboratories.
KKLEB tox: counter-screen for CF NF-kB inhibitors: cytotoxicity | KKLEB CF airway cells viability, ATPlite luminescence, overnight; active compounds read low; cells stimulated with P. aeruginosa culture filtrate | activity change (cytotoxicity), % at 5 µM | 0.36% of 360,000 active | AID 602141;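 active means corrected activity change at or below -50% at 5 µM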
CF NFkB inh: inhibitors of cystic fibrosis induced NF-kB | KKLEB NF-kB-GFP reporter, PAF-induced, GFP fluorescence overnight | inhibition, % at 5 µM | 0.86% of 360,000 active;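 active means at least 50% inhibition at 5 µM, scaled per plate between neutral and stimulator controls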;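 further: PAF is a Pseudomonas aeruginosa culture filtrate used as stimulus; plate controls were PAF-stimulated DMSO wells for no effect and unstimulated DMSO wells for full effect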
TWEAK-Fn14 inh: inhibitors of TWEAK-Fn14 interaction signaling; TWEAK-stimulated Fn14 reporter cells, luciferase luminescence, 8 h; inhibition, % at 10 µM; 2% of 360,000 active; in the data active means inhibition above about 50%
HIF-2a block: HIF-2a inhibition; 786-0 RCC cells HIF-2a reporter, luciferase luminescence, overnight; inhibition, % at 18.8 µM; 0.72% of 360,000 active; AID 624352;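 active means inhibition of the luminescence signal of 40% or more relative to plate controls, in a single-dose primary screen at 18.75 µM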
TROY signal inh: inhibitors of TROY-dependent NF-kB signaling | AID 1347056 | inhibition, % at 10 µM | Q293 LMP1-TROYcd NF-kB luciferase reporter, 4 h | 0.98% of 360,000 active;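 active means compounds whose plate-normalised and pattern-corrected inhibition of the luciferase reporter signal at the single screening dose is 50% or more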
TRAIL sens C8: caspase-8 TRAIL sensitization; NB7+C8 cells + TRAIL, ATPlite viability luminescence; 1% of 360,000 active; AID 624354; inhibition (viability loss, TRAIL sensitization), % at 10 µM;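 active means compounds causing at least 50% loss of cell viability in the single-dose screen, relative to plate controls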
MITF TRPM1 inh: inhibitors of MITF-driven TRPM1 promoter in melanoma cells; inhibition, % at 12.5 µM; 0.83% of 330,000 active; SK-MEL-5 TRPM1 promoter luciferase, 24 h;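 active means mean inhibition across replicates of 60% or more, whatever share of single replicates reaches that level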; further: values of inactives mirror those of a sister screen read the other way
Peg3 promoter: reduces Peg3 promoter-driven luciferase expression in HeLa | AID 588405 | inhibition, % at 20 µM | 1.7% of 360,000 active | HeLa PEG-Prom luciferase reporter, luminescence, overnight;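 active means inhibition of at least 50% at 20 µM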
Shn3 3UTR inh: Schnurri-3 reporter inhibition in Clone20 osteoblasts; Clone20 osteoblast Shn3 3'UTR firefly luciferase, 24 h; inhibition, % at 12.5 µM; 0.52% of 360,000 active;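 active means mean inhibition of at least 75% with every replicate also reaching 75%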;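 further: 0% = median of neutral control wells and 100% = pilot-screen positive control compound; some compounds past the cut are filed as inactive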
NR2E3 ag-1: agonists of human NR2E3 nuclear receptor. inhibition of corepressor binding, % at 3.98 µM. AID 602229. CHO-S Gal4-NCOR/VP16-NR2E3 two-hybrid, luciferase. 0.35% of 360,000 active. Q9Y5X4;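 active means inhibition above the mean of all tested compounds plus 3 SD, cut at about 70% in these data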;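 further: 0% = DMSO with NR2E3 transfected cells and 100% = cells lacking NR2E3 construct; higher means lower luciferase signal from less NR2E3 corepressor binding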
Target sequence (Q9Y5X4 whole entry, looked up, the tested form may be a part): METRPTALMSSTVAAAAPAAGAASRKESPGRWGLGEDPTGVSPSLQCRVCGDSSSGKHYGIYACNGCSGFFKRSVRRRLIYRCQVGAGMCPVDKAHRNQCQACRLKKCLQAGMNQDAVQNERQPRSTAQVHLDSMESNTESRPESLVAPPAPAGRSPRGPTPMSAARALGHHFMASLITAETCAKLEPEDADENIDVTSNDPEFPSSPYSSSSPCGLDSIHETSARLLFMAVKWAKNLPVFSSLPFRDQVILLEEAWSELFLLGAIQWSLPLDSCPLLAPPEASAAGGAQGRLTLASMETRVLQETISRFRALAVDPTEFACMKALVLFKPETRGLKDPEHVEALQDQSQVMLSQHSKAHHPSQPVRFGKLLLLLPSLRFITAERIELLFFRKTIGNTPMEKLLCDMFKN
NR2E3 ag-2: activates human photoreceptor nuclear receptor NR2E3; AID 2300; Q9Y5X4; 0.12% of 320,000 active; GST-NR2E3/biotin-RetCOR TR-FRET, 1536-well; inhibition of corepressor binding, % at 4.78 µM;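 active means percent inhibition above the cutoff of mean plus 3 SD of all tested compounds, set per screening campaign, cut at about 20% in these data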;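 further: 0% = DMSO wells and 100% = biotin wells as full block of FRET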
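system = GST-tagged NR2E3 plus biotinylated RetCOR corepressor | input = 1.35 nM GST-NR2E3 | also added = 7 nM biotin-RetCOR | schedule = 5 h incubation at 4 °C | measured by = TR-FRET with europium anti-GST and streptavidin-D2, 340 nm excitation | read-out = percent loss of FRET ratio relative to control wells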
The depositor's hits bear a star; nt = no result given. A portion of the library, so the mix of outcomes need not match the whole.

Start of the data: the first 2 records, ahead of the listing:
SMILES	KKLEB tox	CF NFkB inh	TWEAK-Fn14 inh	HIF-2a block	TROY signal inh	TRAIL sens C8	MITF TRPM1 inh	Peg3 promoter	Shn3 3UTR inh	NR2E3 ag-1	NR2E3 ag-2
O=C(Nc1cccc(S(=O)(=O)Nc2ccccc2F)c1)c1ccco1	0	-10	10	4	-13	4	-16	-32	13	5	nt
N=c1c(C(=O)NC2CCCCC2)cc2c(=O)n3ccccc3nc2n1Cc1ccco1	-8	8	85*	19	19	10	-5	0	5	-12	0

Results, repeating the preview:
SMILES	KKLEB tox	CF NFkB inh	TWEAK-Fn14 inh	HIF-2a block	TROY signal inh	TRAIL sens C8	MITF TRPM1 inh	Peg3 promoter	Shn3 3UTR inh	NR2E3 ag-1	NR2E3 ag-2
O=C(Nc1cccc(S(=O)(=O)Nc2ccccc2F)c1)c1ccco1	0	-10	10	4	-13	4	-16	-32	13	5	nt
N=c1c(C(=O)NC2CCCCC2)cc2c(=O)n3ccccc3nc2n1Cc1ccco1	-8	8	85*	19	19	10	-5	0	5	-12	0
CCS(=O)(=O)N1CCN=C1SCc1ccccc1	7	-3	-8	3	23	-15	3	3	-32	-12	-1
COc1cccc(-c2c(C(=O)N/N=C/c3ccco3)nnn2-c2nonc2N)c1	-4	-19	2	10	9	-23	-54	15	-12	-33	3
Cc1ccc(OCCNc2ccc(C(F)(F)F)cc2[N+](=O)[O-])cc1	0	4	-18	-73	-43	-1	-15	-88	-6	10	0
CCOc1ccccc1NC(=O)CCn1ccnc1	5	1	-3	13	-6	-7	5	4	6	-9	2
CC(=O)Nc1nc(-c2ccc3c(c2)OCO3)cs1	8	-17	-46	-262	-57	18	-60	-238	-39	-86	-1
S=C(NCc1ccccn1)Nc1ccc(Br)cc1Cl	-20	10	-20	-276	-23	-7	-45	-277	-43	-50	1
CC(=O)NCCC1CCN(c2nc3nonc3nc2N(C)Cc2ccccc2)CC1	4	5	-11	7	4	-1	7	4	-11	-13	1
O=C(COc1coc(CN2CCN(c3ccc(F)cc3)CC2)cc1=O)NC1CCCC1	11	8	-9	4	11	0	5	7	8	13	-1
Cc1ccccc1OCC(=O)NC(C)c1ccccc1 (stereo unspecified)	4	-18	5	-7	-7	-2	3	3	-1	12	nt
O=C(CCC1CCCCC1)Nc1cccc(C(=O)Nc2ccc(C(=O)O)cc2)c1	-14	6	-20	-6	-5	13	-2	-4	9	-72	5
COc1cccc(OCC(O)CN2CCN(C)CC2)c1 (stereo unspecified)	-9	12	-3	26	0	-8	-7	6	1	-6	0
COc1ccc(S(=O)(=O)Nc2c3ccccc3nc(=O)n2-c2ccccc2)cc1	-6	11	-1	-66	-66	0	1	6	-10	-19	1
COc1ccc(NC(=O)CSc2n[nH]c(-c3ccncc3)n2)cc1Cl	-8	19	10	-5	-11	6	0	5	17	-33	nt
CSc1cccc(NC(=O)C(C)Sc2ccc(C)cc2)c1 (stereo unspecified)	-4	17	8	0	9	4	7	9	-11	12	0
COc1ccc(C2CC(=O)Oc3ccc(C(C)(C)C)cc32)cc1 (stereo unspecified)	4	-5	8	13	-14	-22	-18	-11	-16	15	2
CCOc1nc(-c2ccc(Cl)cc2)nc2ccccc12	-4	8	-2	18	-19	3	19	15	-18	-15	2
C/C(=N\Nc1ccc2nncn2n1)c1ccc(Cl)s1	0	-25	3	-5	0	1	nt	5	-1	1	-3
COc1ccccc1C(=O)Nc1c2c(nn1-c1cccc(C)c1C)CS(=O)C2 (stereo unspecified)	-8	15	-5	22	1	-13	6	17	14	2	1
C1C2CC3C1C3C2=NN=C1C2CC3C(C2)C13	4	-16	4	3	1	-4	nt	-13	-13	-3	nt
CC1(C(=O)Nc2ccc3c(c2)OCO3)CCN1C(=O)CCc1cccs1 (stereo unspecified)	-5	-3	-7	7	-18	6	nt	1	-4	1	nt
CC1CCCC(C)N1C(=O)COC(=O)Cn1cnc2c1c(=O)n(C)c(=O)n2C (stereo unspecified)	-10	2	-7	11	-10	8	-5	2	7	-4	2
C=CCSc1nnc(-c2cnn(-c3ccccc3)c2-n2cccc2)n1C	-7	8	-10	16	4	-7	-4	21	14	21	3
O=C(Nc1ncc2c(n1)-c1ccccc1CC2)c1cccc(Cl)c1	-8	18	2	-130	14	23	9	-33	-12	-48	-3

Whole records from above. Values in the order: KKLEB tox	CF NFkB inh	TWEAK-Fn14 inh	HIF-2a block	TROY signal inh	TRAIL sens C8	MITF TRPM1 inh	Peg3 promoter	Shn3 3UTR inh	NR2E3 ag-1	NR2E3 ag-2
`CC(=O)NCCC1CCN(c2nc3nonc3nc2N(C)Cc2ccccc2)CC1` is entered as 4	5	-11	7	4	-1	7	4	-11	-13	1
`O=C(Nc1cccc(S(=O)(=O)Nc2ccccc2F)c1)c1ccco1` is entered as 0	-10	10	4	-13	4	-16	-32	13	5	nt

Later entries:
SMILES	KKLEB tox	CF NFkB inh	TWEAK-Fn14 inh	HIF-2a block	TROY signal inh	TRAIL sens C8	MITF TRPM1 inh	Peg3 promoter	Shn3 3UTR inh	NR2E3 ag-1	NR2E3 ag-2
Cc1ccc(C)c(C(C)NC(=O)C2CCCO2)c1 (stereo unspecified)	7	4	5	20	8	4	8	-5	0	-12	5
CC(C)(C)CN1CCNC[C@H]1Cc1ccc(O)cc1	10	-7	11	14	-1	-6	-9	1	4	-5	0
Nc1c(Cl)cc(Cl)cc1C(=O)OCC(=O)N1CCCC1=O	-8	9	-10	2	7	-14	-2	6	-75	-7	-3
O=c1nc2c(-c3ccccc3F)n[nH]n2c2ccccc12	-8	-22	-3	-197	-41	37	-20	-135	-47	-80	1
CCCNC(=O)c1cccc(C(F)(F)F)c1	1	11	4	2	-14	0	-3	6	-15	3	1
CCOC(=O)Cc1cnc(NC(=O)CSc2nc(C)c(CC)c(=O)[nH]2)s1	-6	-3	-1	10	7	-5	-4	14	-6	-6	-4
CC1CC(OCC(O)CN2CCN(Cc3ccccc3)CC2)CC(C)(C)C1 (stereo unspecified)	7	-4	9	11	4	16	-3	10	3	29	1
CCc1nccn1C(=O)c1cnn2c(C(F)F)cc(-c3ccc(C)cc3)nc12	-44	68*	54*	30	8	-1	47	61*	46	2	1
Cc1cccc(OCC(=O)NCC(c2ccco2)N2CCCC2)c1 (stereo unspecified)	18	-12	9	-15	-15	2	12	-1	15	-14	nt
CCN1CCCC1CNC(=O)c1ccc(Sc2ccc(F)cc2)c([N+](=O)[O-])c1 (stereo unspecified)	-1	1	5	16	-22	-7	4	14	1	21	3
c1ccc2c(C3OCC4(CCCC4)CO3)cccc2c1	4	-18	-42	-97	-64	1	nt	-98	-29	-14	nt
COc1cc(C(=O)NCCCc2nc3ccccc3n2Cc2cc(C)ccc2C)cc(OC)c1OC	-2	-2	18	7	-10	-1	nt	16	26	-30	-1
CCN(CC)CC(O)Cn1c(-c2cccc(Cl)c2)nc2cc(C)c(C)cc21 (stereo unspecified)	-2	-3	-40	-131	15	-21	-8	1	-3	-72	-1
CCc1c(C#N)c(=O)[nH]c(=O)n1-c1ccccc1	-1	1	18	11	-4	-5	4	-3	18	-4	-1
O=C(CSC1=NCCS1)NC1CCCCC1	-1	1	17	-3	1	-11	-15	-9	3	-12	6
Cc1ccc(C(=O)Nc2ncc(C)s2)s1	-22	-7	57*	-84	16	78*	-6	-94	-43	-123	1
CCOC(=O)CCc1c(C)c2ccc(OC(C)C(=O)OCC)c(C)c2oc1=O (stereo unspecified)	10	-8	-25	-9	-42	7	-6	-14	5	-14	-3
O=C(Nc1ccon1)Nc1ccc(Cl)cc1Cl	6	8	-21	-110	-44	13	-6	-89	-10	-59	0
C/C(=N/OCC(=O)NCCCCCCNC(=O)CO/N=C(/C)c1cccs1)c1cccs1	1	-18	16	0	5	-8	-4	20	20	-6	-2
CCOc1cc(/C=C2\SC(N)=NC2=O)ccc1O	14	-2	-5	13	9	-2	2	6	1	21	-8
CN(C(=O)CCl)C1CCCc2ccccc21 (stereo unspecified)	4	0	-11	14	6	-3	22	-1	-15	20	nt
CCOc1ccc(Br)cc1S(=O)(=O)Nc1ncn[nH]1	5	-8	-3	20	-12	-7	9	-10	-4	-7	-3
Cc1ccsc1C(=O)OCC(=O)N1CCc2ccccc2C1	7	-3	17	-220	-13	-7	-92	-235	-47	-89	2
Cc1ccc(S(=O)(=O)N(C)C)cc1NC(=O)C(C)OC(=O)/C=C/c1cccs1 (stereo unspecified)	-8	-16	-22	-14	-16	0	-5	0	-7	-14	3
Cc1cccc(-c2nc(Nc3ccc(N4CCOCC4)cc3)c3ccccc3n2)c1	-4	4	30	-32	3	23	7	-51	12	-16	0

The list continues:
SMILES	KKLEB tox	CF NFkB inh	TWEAK-Fn14 inh	HIF-2a block	TROY signal inh	TRAIL sens C8	MITF TRPM1 inh	Peg3 promoter	Shn3 3UTR inh	NR2E3 ag-1	NR2E3 ag-2
CCc1ccc(C(=O)NC(=S)Nc2ccccc2N2CCOCC2)cc1	-27	12	-41	-56	21	19	14	22	-1	6	2
Cc1ccc(C(=O)CSc2nn3c(=O)c(C(C)(C)C)nnc3s2)cc1	0	2	-30	-3	19	-5	-4	26	-15	-2	1
COc1ccc(N(C(=O)c2ccn[nH]2)C(C(=O)NC(C)(C)C)c2ccc(F)cc2)cc1 (stereo unspecified)	14	-19	11	14	7	-7	-2	12	4	1	0
O=C1C(=O)N(c2ccccc2)C(c2ccccc2)C1c1ccccc1 (stereo unspecified)	-17	10	24	24	-7	-4	17	19	2	31	nt
CCCCn1cnc2c(sc3nc4c(cc32)CSC(C)(C)C4)c1=O	3	2	31	-145	38	18	-41	-313	-74	-70	0
COc1ccc(-n2nnnc2SCc2nc(N)nc(N3CCOCC3)n2)cc1	-10	11	0	27	11	-11	-20	8	-5	7	3
O=C(Nc1cnccn1)c1ccncc1	2	5	-1	11	1	8	4	8	-13	0	-1
CCCN(CC(=O)Nc1ccccc1C)C(=O)c1ccc(OCC(=O)N2CCOCC2)c(OCC)c1	-4	12	1	4	0	-10	8	7	-14	-26	nt
O=C(NC1C2CC3CC(C2)CC1C3)c1ccc(Br)o1 (stereo unspecified)	-4	10	32	-1	-1	9	-1	10	-3	-38	2
CN(CCc1ccccn1)C(=O)CCC1CCCN(C(=O)c2n[nH]c3c2CCCC3)C1 (stereo unspecified)	-4	-34	3	9	11	-13	1	10	-5	39	1
CC(=O)Nc1ccc(SCC(=O)N2CCN(S(=O)(=O)c3ccccc3)CC2)cc1	1	9	12	12	-1	6	10	2	26	5	5
CCN1CCN(C(c2cccs2)C(C)NC(=O)c2ccccc2F)CC1 (stereo unspecified)	8	-11	1	-7	5	5	-4	1	-8	-10	3
COC(=O)[C@@H]1[C@@H](C)N(Cc2ccccc2)C(=O)N[C@H]1c1ccccc1	4	-8	-3	5	-7	-6	-4	8	22	7	5
Clc1cccc(-c2nc3nc4ccccc4nc3n2Cc2ccco2)c1	-2	13	-10	-95	-67	21	-4	-65	-52	-143	1
Cc1ccc(OCCN2CCN(c3nc(NCc4ccco4)c4ccccc4n3)CC2)cc1	-31	20	-32	5	-19	10	-18	43	12	-6	2
Cc1cccc(N(CC(=O)NC2CCCC2)C(=O)c2c(C)noc2C)c1	3	-13	5	16	-7	1	-7	9	-6	10	3
O=C(CCC(=O)Nc1ccccc1Cl)N/N=C1\CCCc2ccccc21	-25	14	3	7	-8	-10	5	15	19	-15	-1
